Assay outcomes: PubChem BioAssay, National Center for Advancing Translational Sciences (NCATS)
TexasRed fluor – counter-screen for TRb-SRC2 inhibitors: fluorescence interference. TRb/SRC2 Texas Red total fluorescence interference. Potency, µM (top dose mostly 106 µM), without a hit: at the top dose fluorescence change, negative = quenching. 0.29% of 280,000 active. AID 1479; active means well fitted curve in either direction with a large enough effect; inconclusive means small, poorly fitted or top-dose-only effect
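Flags fluorescent or light-absorbing compounds by total fluorescence, S + 2P, at 555 nm excitation and 632 nm emission. Mixture: 20 nM Texas Red SRC2 peptide, 0.6 uM human TRb LBD, 1 uM T3, 5% DMSO; compound exposure 5 h at ambient temperature.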
RGS12 GoLoco inh – inhibitors of human Gai1-RGS12 GoLoco interaction (red fluorophore); P63096; Gai1:RGS12 GoLoco peptide FP, rhodamine, 10 min; Potency, µM (titrated, usually from 61.6 µM), for inactives: at the highest dose activity, negative = inhibition, most hits filed as inhibitors; 0.44% of 230,000 active; AID 880; active means well fitted inhibition curve with a large enough effect, not every such curve was filed as active; inactive means no such curve, though single readings can be large or run the other way; further: nearly all actives have a fitted effect of over 30% in size; many of its hits are not listed in these tables
GAA inh – alpha-glucosidase (human) inhibition; Potency, µM (titrated, usually from 76.9 µM), for inactives: at the highest dose activity change, negative = inhibition, most hits filed as inhibitors; purified human GAA, 4-MU-alpha-glucoside fluorescence; 0.005% of 200,000 active; P10253; AID 1466;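 further: plate controls were uninhibited enzyme wells for no effect and no-enzyme background for full effect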
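Enzyme (4 nM final) mixed with compound (up to 77 uM), then 4-MU-alpha-D-pyranoside (400 uM final) added; 20 min at room temperature, pH 5.0. Reaction stopped at pH 10, fluorescence read, AC50 derived by Hill fit.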
GAA glycogen mod – inhibitors or activators of human alpha-glucosidase glycogen cleavage. P10253. recombinant GAA, glycogen substrate, Amplex Red glucose oxidase fluorescence. Potency, µM (titrated, usually from 76.4 µM), inactives show at the top dose activity change, negative = inhibition, most hits filed as inhibitors. 0.38% of 300,000 active. AID 2100;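 further: 0% = full enzyme reaction and -100% = no-enzyme basal signal; the screen sought inhibitors and activators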
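Recombinant human alpha-glucosidase (4 nM final) hydrolysed bovine liver glycogen (30 ug) for 40 min at 37 C in pH 5.0 citrate/phosphate with 0.01% Tween-20. Released glucose detected by glucose oxidase/Amplex Red, Ex 573/Em 610 nm. Compounds up to 77 uM; AC50 from Hill fits.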
TRb SRC2 PPI – disrupts binding of human TR beta to SRC2; TRbeta-SRC2 peptide binding, fluorescence polarization; receptor liganded with 1 µM T3; 0.065% of 280,000 active; Potency, µM (titrated, usually from 106 µM), for the others: top-dose activity change, negative = inhibition, most hits filed as inhibitors; AID 1469; P10828;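 further: plate controls were bound peptide for no effect and peptide without receptor for full effect; nearly all actives have a fitted effect of over 50% in size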
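Compounds were added to 0.6 uM TRb ligand-binding domain and 20 nM Texas Red-labeled SRC2 peptide in Tris buffer containing 1 uM T3, incubated 5 hr at ambient temperature, then read by fluorescence polarization.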
RECQ1 helicase – blocks DNA unwinding by human RECQ1; RECQ1 DNA unwinding, red fluorescence kinetic read; 0.54% of 240,000 active; Potency, µM (doses to about 57.3 µM), inactives show top-dose activity, negative = inhibition, most hits filed as inhibitors;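 further: plate controls were vehicle for no effect and no enzyme for full effect; nearly all actives have a fitted effect of over 30% in size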
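RECQ1T1 50 nM; forked duplex (20 bp + 30-nt ss tails) 200 nM, ATP 2 mM final; pH 8.0, 2 mM MgCl2, 2.5 ug/ml poly(dI-dC); 15 min compound preincubation; discontinuous kinetic read over 2 h at RT.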
aGlu spleen mod – lysosomal alpha-glucosidase (human) modulation; P10253; human spleen homogenate, 4-MU-alpha-glucoside fluorescence; Potency, µM (doses to about 79.9 µM), without a hit: at the top dose activity change, negative = inhibition, hits mostly inhibitors; 0.006% of 240,000 active;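 further: 0% = enzyme with vehicle and -100% = no enzyme basal signal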
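Human spleen homogenate (1 ug) with 4-methylumbelliferyl-alpha-D-glucopyranoside (1 mM final) in 50 mM citrate/phosphate pH 5.0, 0.01% Tween-20; 40 min at 37 C. Stopped at pH 10; 4-MU fluorescence Ex 365/Em 440 nm; AC50 by Hill fit.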
L3MBTL1 inh – blocks human L3MBTL1 | AlphaScreen L3MBTL1–H3K9me1 peptide binding | Potency, µM (titrated, usually from 57.1 µM), for inactives: top-dose activity, negative = inhibition, hits mostly inhibitors | 0.66% of 230,000 active; further: nearly all actives have a fitted effect of over 60% in size
Target sequence (Q9Y468 whole entry, looked up): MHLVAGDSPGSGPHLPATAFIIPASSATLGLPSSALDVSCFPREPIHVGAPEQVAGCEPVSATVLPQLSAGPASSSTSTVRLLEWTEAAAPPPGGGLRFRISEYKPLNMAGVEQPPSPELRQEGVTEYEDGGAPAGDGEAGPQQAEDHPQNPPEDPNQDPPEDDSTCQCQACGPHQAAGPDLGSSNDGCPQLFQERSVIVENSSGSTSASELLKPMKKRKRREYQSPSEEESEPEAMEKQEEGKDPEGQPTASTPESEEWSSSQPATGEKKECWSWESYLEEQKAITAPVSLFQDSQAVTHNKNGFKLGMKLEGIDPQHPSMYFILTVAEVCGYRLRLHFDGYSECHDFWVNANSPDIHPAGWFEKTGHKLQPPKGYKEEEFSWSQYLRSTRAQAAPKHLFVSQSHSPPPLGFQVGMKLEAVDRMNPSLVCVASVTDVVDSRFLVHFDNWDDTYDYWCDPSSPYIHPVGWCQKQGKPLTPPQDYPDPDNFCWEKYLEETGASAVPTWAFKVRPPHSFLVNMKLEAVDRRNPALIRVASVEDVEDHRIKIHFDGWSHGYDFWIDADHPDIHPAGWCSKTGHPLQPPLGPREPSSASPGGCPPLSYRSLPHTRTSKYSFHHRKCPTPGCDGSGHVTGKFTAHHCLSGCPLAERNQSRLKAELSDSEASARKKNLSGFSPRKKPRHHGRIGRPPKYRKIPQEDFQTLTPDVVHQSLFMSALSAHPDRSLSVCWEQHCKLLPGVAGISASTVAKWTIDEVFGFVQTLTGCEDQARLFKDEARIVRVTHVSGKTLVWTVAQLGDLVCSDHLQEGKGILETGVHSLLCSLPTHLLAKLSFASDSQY
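AlphaScreen assay: L3MBTL1 (50 nM final) was preincubated 30 min at room temperature with biotinylated H3(1-15)K9me1 peptide (75 nM final), then 30 min with library compounds; streptavidin donor and nickel chelate acceptor beads (10 ug/mL final) added, 30 min dark.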
Numbers without * were called inactive; i = inactive; ? = inconclusive; . = no result given; [ ] = dose if it differs, or a comment. Unless noted, the call rests on the fitted dose curve; in most records, active means well fitted curve in the direction sought with a large enough effect; inconclusive means small, poorly fitted or top-dose-only effect, or another doubt; inactive means no such curve, though single readings can be large; an effect the other way counts as inactive or inconclusive. Unless noted, on the % scale 0 is the no-effect control and ±100 the full control effect; potency means the concentration at half of the fitted maximal effect. Not all compounds are listed. The share of hits here may be higher or lower than overall.

#	compound	TRb SRC2 PPI	L3MBTL1 inh	TexasRed fluor	GAA glycogen mod	aGlu spleen mod	GAA inh	RECQ1 helicase	RGS12 GoLoco inh
1	CC(C)CNC(=O)Cn1nc(C(F)(F)F)c2c1CCCC2	-3%[53 µM]	2%	-1%[53 µM]	-8%	1%	14%	-7%	15%
2	CC1=CC(C)(C)Nc2cc(C)c(C)cc21	-7%	-16%	5%	-17%	-16%	-1%	1%	-5%
3	COc1cccc(NC(=O)CNC(=O)c2ccc(C)cc2)c1	-5%	5%	-4%	-12%	-18%	?	i	13%
4	COCc1cc(C)nc(SCC(=O)Oc2ccc(Cl)cc2)c1C#N	-4%	.	0%	-6%	9%	?	-25%	8%
5	O=c1c2ccccc2c(C=Nc2ccc(O)cc2)c(O)n1-c1nccs1	2%	-13%	-5%	?	-3%	.	-22%	6%
6	Cc1cccc(N2CCN(C(=O)CCNS(=O)(=O)c3ccc4c(c3)CCC(=O)N4)CC2)c1C	-5%	1%[11.4 µM]	-5%	-8%	-4%	0%	-2%	2%
7	CCOC(=O)c1sc(NC(=O)COC(=O)Cn2cnc3ccccc32)c(C(=O)OCC)c1C	4%	13%[11.4 µM]	-3%	-4%	-1%	-10%	-1%	1%
8	O=C(CCCN1C(=O)c2cccnc2C1=O)Nc1ccccc1F	-1%	-22%	-1%	0%	5%	0%	i	5%
9	O=C(OCn1ncc(Cl)c(Cl)c1=O)c1ccccc1Cl	2%	-1%	-2%	4%	-1%	?	-6%	-6%
10	O=C(NC(NC(=S)Nc1ccccc1)C(Cl)(Cl)Cl)c1cccc(Cl)c1 (stereo unspecified)	-10%	-1%	1%	-14%	9%	-2%	-9%	8%
11	O=C(/C=C/c1ccc(S(=O)(=O)NCc2ccco2)cc1)N1CCN(c2ccccc2)CC1	-7%	-21%	-2%	-1%	-3%	-1%	-6%	6%
12	O=C(O)c1ccc(N/N=C/c2ccc3c(c2)OCO3)cc1	-4%	35%[activator]	1%	?	-5%	-8%	-3%	-3%

#	compound	TRb SRC2 PPI	L3MBTL1 inh	TexasRed fluor	GAA glycogen mod	aGlu spleen mod	GAA inh	RECQ1 helicase	RGS12 GoLoco inh
13	C=CCOc1cccc(C2C(C(=O)c3ccc(C)o3)=C(O)C(=O)N2CCN(C)C)c1 (stereo unspecified)	-2%	4%	-1%	-5%	3%	0%	i	3%
14	CCCC(=O)Nc1nn(CCC)c2nc3ccccc3cc12	-3%	55%[activator]	-8%	-8%	1%	-20%[15.4 µM]	-7%	9%
15	Cc1ccc(NC(=O)Cn2cnc3cc([N+](=O)[O-])ccc3c2=O)c(Cl)c1	3%	?	-2%	5%	0%	-5%	-10%	0%
16	Cc1nc(SCC(=O)Nc2ccc(F)cc2)c2oc3ccccc3c2n1	5%	.	2%	5%	7%	0%	i	-10%
17	O=C(Nc1ccc(S(=O)(=O)N2CCCC2)cc1)N1c2ccccc2Sc2ccccc21	-2%	-13%	-3%	-12%	-4%	-7%	-9%	-4%
18	Cc1nc2ccccc2n1CC(=O)N1CC(=O)Nc2ccccc21	-2%	.	-4%	0%	4%	-3%	-1%	2%
19	COc1ccc(NC(=O)c2cccc(NC(=O)C3C4CC5OC(=O)C3C5C4)c2)c(OC)c1 (stereo unspecified)	-8%	-3%	-4%	5%	5%	-8%	1%	4%
20	CCCCC(=O)Nc1nc(C)c(-c2csc(Nc3cc(Cl)ccc3OC)n2)s1	-13%	15%	13%	-3%	-18%	-9%	-29%	32%[activator]
21	CCC(=O)N(CCC(c1ccco1)c1ccccc1OC)Cc1cccs1 (stereo unspecified)	0%	.	0%	-14%	-7%	-1%	-8%	-7%
22	CN1CCN(c2nc3c(c(=O)[nH]c(=O)n3C)n2CCSc2nnnn2-c2ccccc2)CC1	-4%	-5%	-2%	-7%	-2%	.	-2%	-4%
23	CCN(CC)c1ccc(S(=O)(=O)Nc2cc(Cl)ccc2Cl)cc1NC(=S)NC(=O)C1CCCC1	2%	-12%	1%	-1%	0%	-2%	-10%	1%
24	O=c1c2ccccc2c(/C=N/c2nnc(Cc3ccccc3)s2)c(O)n1-c1ccc(Cl)cn1	1%	10%	0%	-16%	-5%	?	-2%	-11%

#	compound	TRb SRC2 PPI	L3MBTL1 inh	TexasRed fluor	GAA glycogen mod	aGlu spleen mod	GAA inh	RECQ1 helicase	RGS12 GoLoco inh
25	CC(C)c1ccc(COc2ccc(C(=O)N3CCOCC3)cc2)cc1	2%	?	-4%	-7%	-8%	0%	i	7%
26	COCC(C)N=C1NN=C(c2c[nH]c3ccccc23)CS1 (stereo unspecified)	9%	-3%	-3%	-11%	-2%	4%	10%	57%[activator]
27	Cc1nc(N2CCc3ccccc3C2)[nH]c(=O)c1CCC(C)C	5%	.	0%	6%	2%	-7%	0%	7%
28	CCOC(=O)C1=C(C)NC(=O)NC1c1ccc(OCCO)c(OC)c1 (stereo unspecified)	-1%	0%	-3%	0%	0%	0%	-9%	0%
29	CCOC(=O)c1c(NC(=O)CCN2C(=O)c3cccc([N+](=O)[O-])c3C2=O)sc(C(=O)OC(C)C)c1C	4%	-14%	-3%	1%	-1%	1%	-12%	-13%
30	COC(=O)c1ccc(NC(=O)NS(=O)(=O)c2ccc(C)cc2)cc1	3%	8%	1%	5%	-1%	0%	-10%	-7%
31	CCN(CC)c1ccc2cc(S(=O)(=O)c3ccc(C)cc3)c(=O)oc2c1	-2%	94%[activator]	-2%	10%	3%	7%	-2%	4%
32	CCC(=O)N1CCN(c2ccc(NC(=S)NC(=O)COc3ccccc3)cc2)CC1	-4%	-25%	-8%	-11%	-2%	-4%	-1%	-1%
33	CC(C)(C)n1nnnc1C(c1ccc(F)cc1)N(Cc1ccc(F)cc1)Cc1ccco1 (stereo unspecified)	-7%	-2%	-4%	-3%	-2%	-15%	?	9%
34	Cc1[nH]c2ccccc2c1C(=O)CSc1n[nH]c(N)n1	-9%	.	2%	3%	1%	6%	-2%	7%
35	CC1CCC(C(C)C)C(OCC(O)C[N+]2(C)CCCCC2)C1 (stereo unspecified)	1%	3%	1%	-9%	0%	5%	-5%	6%
36	O=C(O)CCc1c(C(=O)O)[nH]c2ccccc12	-13%	3%	0%	2%	5%	-2%	i	-13%

#	compound	TRb SRC2 PPI	L3MBTL1 inh	TexasRed fluor	GAA glycogen mod	aGlu spleen mod	GAA inh	RECQ1 helicase	RGS12 GoLoco inh
37	COCCN(CC(=O)Nc1ccccc1)S(=O)(=O)c1ccc(S(=O)(=O)N2CCCC2)cc1	-8%	-2%	-3%	2%	3%	-2%	-2%	2%
38	O=c1c2c3nc4ccccc4nc3n(-c3ccc4c(c3)OCCO4)c2ncn1C1CCCC1	0%	3%	0%	-3%	6%	-7%	-11%	-3%
39	CN(C(=O)c1cc2c(s1)-c1ccccc1S(=O)(=O)C2)c1ccccc1	4%	0%	1%	-1%	4%	.	i	3%
40	OCCNc1nc(Nc2ccccc2)nc2ccccc12	16%	20%[11.4 µM]	0%	1%	-1%	-6%	2%	5%
41	COc1cccc(-c2nnc(NC(=O)c3ccccc3Br)o2)c1	3%	.	-2%	10%	-9%	.	-1%	7%
42	CCOC(=O)CSc1ccc(S(=O)(=O)N2CCCC2)cc1[N+](=O)[O-]	1%	.	-4%	9%	1%	?	-9%	1%
43	COc1cccc(CN2CCN(Cc3cc(OC)c(OC)cc3[N+](=O)[O-])CC2)c1	-11%	-10%	-2%	-1%	-9%	-6%	-2%	-16%
44	Nc1nc(SCC(=O)NCCOCCO)nc2sc3c(c12)CCCC3	-4%[53 µM]	7%	-3%[53 µM]	17%	-5%	14%	i	13%
45	C#CCOCCOCCOCCNc1nc(N2CCN(C(=O)[C@H](Cc3ccc(O)cc3)n3cc([C@@H](N)C(C)CC)nn3)CC2)nc(N2CCN(C(=O)[C@H](CCCCN)n3cc([C@@H](N)CC(C)C)nn3)CC2)n1 (stereo partly specified)	-1%	-29%	0%	14%	-1%	.	6%	-2%
46	c1ccc(-c2nnnn2CCOCCn2nnnc2-c2ccccc2)cc1	9%	.	1%	-1%	-7%	-6%	-1%	4%
47	O=C(NCc1ccc(N2CCCC2=O)cc1)c1cn(CCc2ccccc2)nn1	6%	.	4%	0%	-2%	3%	i	11%
48	COc1ccc(C2/C(=C(\O)c3cc(C)ccc3C)C(=O)C(=O)N2CCN(C)C)cc1OC (stereo unspecified)	-3%	-1%	-1%	11%	-13%	-11%	i	2%

#	compound	TRb SRC2 PPI	L3MBTL1 inh	TexasRed fluor	GAA glycogen mod	aGlu spleen mod	GAA inh	RECQ1 helicase	RGS12 GoLoco inh
49	C=CCn1c(SC)nnc1-c1cccc([N+](=O)[O-])c1	5%	10%	0%	9%	3%	7%	-8%	10%
50	O=C(OCC(=O)N1CCCCC1)c1ccccc1SCC(=O)N1CCCCC1	1%	9%	1%	-7%	4%	3%	i	9%
51	O=c1[nH]c(CSc2nnc(Cc3ccccc3)o2)nc2ccccc12	-3%	.	1%	-5%	3%	1%	i	0%
52	CN(CCCNC(=O)CN1C(=O)CC(C)(C)S(=O)(=O)c2ccccc21)C1CCCCC1	9%	.	2%	-2%	-7%	-9%	2%	-9%
53	COc1ccc(/C(C)=N/N=C2/NC(=O)CC(C(=O)O)S2)cc1 (stereo unspecified)	2%	4%	-2%	2%	1%	0%	-6%	6%
54	CCC(CC)c1ncc[nH]1	1%	.	0%	9%	-3%	.	i	1%
55	CN1CCC(=NNC(=O)C(=O)NC2CCCC2)CC1	5%	.	0%	-5%	-7%	1%	-8%	5%
